GSIS activator = GLuc luminescence reporter in INS-1E cells, primary screen for activators of glucose-dependent secretion of insulin | INS-1E GLuc reporter insulin secretion, 2-3 h | 370,000 tested, 0.61% active | activation, % at 16.6 µM;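 active = lowest replicate activation of at least 40%, so every replicate reaches that level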;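 note: 0% = median of neutral control wells and 100% = median of IBMX positive control wells; some compounds called inactive have numbers as strong as hits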
F508del corr = F508del CFTR correction, initial screen, CFBE line, single point | CFBE cells, YFP halide quenching; stimulated with forskolin plus potentiator P3; % fluorescence drop versus neutral controls | activity (quench increase), % at 7.58 µM | 350,000 tested, 0.36% active;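 active = mean added fluorescence quench of at least 8% versus neutral control, with both replicates also reaching 8%; inconclusive = only one of the mean or replicate conditions met; inactive = mean below 8% and not both replicates reaching 8%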;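 note: cells transiently co-express mutant CFTR-F508del with the halide-sensitive YFP; corrector assay measuring rescue of mutant channel to the surface after 24 h compound exposure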
EWS-Fli block = EWS/Fli-driven NR0B1 reporter inhibitors, primary screen, A673 cells, NR0B1 luciferase, luminescence, MLPCN library; 350,000 tested, 0.67% active; AID 651661, 2012; viability-normalised; inhibition, % at 12.6 µM;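 active = mean inhibition of at least 50% after viability correction, with every replicate also passing that limit; inconclusive = mean reaches 50% but only one of two replicates passes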;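 note: firefly luciferase signal divided by Alamar Blue viability fluorescence both relative to DMSO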
FN deposit inh = inhibitors of fibronectin matrix deposition, primary screen, AH1F cells, Alexa488-fibronectin fluorescence, plate reader | AH1F fibroblasts, overnight | inhibition, % at 12.6 µM | 350,000 tested, 0.086% active | AID 743247, 2014;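 active = mean inhibition across replicates of 30% or more, regardless of how many single replicates reach that level; inconclusive = mean under 30% yet at least half of replicates reach 30%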;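 note: positive control wells lacked labelled fibronectin entirely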
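Material: AH1F fibroblast monolayer depositing Alexa488-labelled fibronectin into matrix / Amount: 10000 AH1F cells per well / Signal: fluorescence 485/525 nm / Medium: DMEM, 2% serum / Compound: single dose, pinned / Incubation: 1 h cell adhesion before compound, then overnight fibronectin incubation / Reagent: Alexa488-FN, 24 nM final / Read-out: inhibition of fibronectin deposition signal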
PAX8 reporter = inhibitors of PAX8-driven TPO luciferase reporter, primary screen, RMG-I cells, single concentration; SteadyGlo, 24 h; inhibition, % at 12.6 µM; 360,000 tested, 1.2% active;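 active = mean replicate inhibition at least 60% with every replicate also reaching 60%; inconclusive = only one of the two criteria is met; inactive = mean below 60% and not all replicates reaching 60%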;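 note: luciferase light reporting Pax8 driven TPO promoter activity; plate controls were median of neutral control wells for no effect and mitoxantrone controls for full effect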
DENV2 CPE = inhibitors of DENV2 cytopathic effect, primary screen, cell-based, plate reader, single concentration | DENV2-infected cells, cytopathic effect rescue | CPE inhibition, % at 9.99 µM | 350,000 tested, 1.7% active; in the data active = CPE inhibition above about 20%, passing the limit was not always enough; inconclusive = no clear call, values can overlap the other calls; tested in BHK-21 cells;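 note: 0% = median of neutral control wells and 100% = median of positive control wells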
miR122 inh = miR-122 Renilla sensor signal increase in Huh7, primary screen, miR-122 inhibitor project, cell-based, single point, plate reader; 340,000 tested, 0.3% active; activation (reporter increase), % at 12.5 µM; Huh7 miR-122 Renilla luciferase sensor, 48 h; neutral wells = 0, positive control = 100;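 active = mean replicate activation score at least 90 and every replicate individually at or above 90; inconclusive = only one of the two criteria met; inactive = neither criterion met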;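 note: higher luciferase means less miR-122 activity so hits act as miR-122 inhibitors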
The depositor's hits bear a star; ? = inconclusive; nt = not tested or not shown; & = joins results of further samples; [ ] = another dose, or the depositor's remark.

1. CSc1c(C#N)c(N)nc2sc(C(=O)c3ccccc3)c(N)c12
2. Cc1nnc(-c2cnn(C)c2N)n1Cc1ccccc1F
3. CC(=O)N1C[C@@H]2[C@H](c3ccccc31)[C@H](CO)N2C(=O)Nc1ccc(F)cc1
4. COc1ccc(CC(=O)Nc2ccc(S(=O)(=O)N3CCCC3)cc2)c(OC)c1
5. O=C(C[C@H]1CC[C@@H]2[C@H](COC[C@H](O)CN2CCC(F)(F)F)O1)NCc1ccc(Oc2ccccc2)cc1
6. C[C@H](CO)N1C[C@H](C)[C@@H](CN(C)C(=O)Nc2ccccc2F)Oc2cc(Br)ccc2S1(=O)=O
7. Cc1nn(Cc2ccc(F)cc2)c(C)c1NC(=O)c1nn(C)cc1Cl
8. CCc1ccc(NC(=O)Cn2c(=O)n(CCC(=O)NC3CCN(Cc4ccccc4)CC3)c(=O)c3ccccc32)cc1

entry no. | 1 | 2 | 3 | 4 | 5 | 6 | 7 | 8
GSIS activator | 48 | nt | -7 | nt | -17 | -8&-6 | nt | 3
F508del corr | 1.0 | nt | -1.6 | -3.1 | 3.2 | 0.3&-0.9 | nt | -0.6
EWS-Fli block | 22 | nt | 0 | 6 | 2 | 11&0 | nt | -10
FN deposit inh | 5 | 0 | nt | -7 | -24 | 2&-10 | 0 | -4
PAX8 reporter | 1 | -6 | -3 | 17 | 29 | 10 | 16 | -10
DENV2 CPE | -2 | nt | -6 | 0 | -1 | ? | nt | 3
miR122 inh | 0 | 9 | 17[16.7 µM] | 2 | -5[16.7 µM] | 6 | 6 | 3

9. CCCNC(=O)N1CCC2(CC1)CN(C(=O)CC)[C@@H](CO)c1c2c2ccc(OC)cc2n1C
10. CCN(CC)CCCNCC(=O)Nc1cc(C)on1
11. Cc1ccc(N2CC(C(=O)Nc3nnc(SCCC4OCCO4)s3)CC2=O)cc1 (stereo not drawn)
12. C[C@@H]1CCCCO[C@@H](CN(C)Cc2ccccc2)[C@H](C)CN([C@H](C)CO)C(=O)c2cc(NC(=O)Cc3ccccc3)ccc2O1
13. COc1ccc(OC)c(C=NNC(=O)c2ccccc2NS(=O)(=O)c2cccs2)c1
14. COc1ccc(CN2CCCC(CO)(Cc3ccc(F)cc3)C2)c(OC)c1OC (stereo not drawn)
15. O=C(c1cnccn1)N1C[C@@H]2[C@H](c3ccccc31)[C@H](CO)N2Cc1ccc2c(c1)OCO2
16. COc1ccc(-n2c(SCC(=O)N3CCCCC3)nnc2-c2cccnc2)cc1

entry no. | 9 | 10 | 11 | 12 | 13 | 14 | 15 | 16
GSIS activator | 2 | 3 | 1 | -23 | -32 | nt | 13 | nt
F508del corr | 2.7 | -1.5 | -2.3 | 1.0 | 0.7 | 3.3 | 2.0 | nt
EWS-Fli block | 14 | 9 | nt | 6 | -9 | 13 | 1 | nt
FN deposit inh | nt | 9 | nt | 4 | -7 | 7 | nt | 1
PAX8 reporter | nt | 15 | 10 | 3 | -13 | 6 | -7 | 2
DENV2 CPE | -3 | -3 | -3 | 4 | -1 | 3 | 15 | nt
miR122 inh | nt | -1 | -1 | 9[16.7 µM] | -3 | 3 | 0[16.7 µM] | -9

17. O=C(NCC[C@@H]1CC[C@H](NC(=O)Nc2cc(F)ccc2F)[C@@H](CO)O1)Nc1ccc(F)cc1
18. NC1=NC2(CCCCC2)N(c2ccc(F)cc2)C(N)=N1
19. COc1ccccc1CNC(=O)CN1C(=O)COc2ccc(S(=O)(=O)N3CCCCC3)cc21
20. COc1ccccc1N1C(=NC(=O)COc2ccccc2)SC2CS(=O)(=O)CC21 (stereo not drawn)
21. Cc1c(-c2ccc(/C=N/NC(=O)C(=O)Nc3ccccc3F)o2)cccc1[N+](=O)[O-]
22. Cc1ccc(C)c(NC(=O)c2cc(-c3cccnc3)nc3ccccc23)c1
23. O=c1c2ccccc2ncn1CCCCOc1ccccc1F
24. COc1ccc(NC(=O)Nc2ccc3c(c2)C(=O)N([C@@H](C)CO)C[C@@H](C)[C@@H](CN(C)C(=O)Cc2ccccc2)OCCCC[C@H](C)O3)cc1

entry no. | 17 | 18 | 19 | 20 | 21 | 22 | 23 | 24
GSIS activator | -26 | nt | -11 | 4 | 4 | 4 | 1 | -15
F508del corr | -2.8 | nt | -3.0 | 2.4 | -1.5 | -0.2 | -2.0 | 2.3
EWS-Fli block | 9 | nt | nt | nt | -4 | 0 | 8 | -3
FN deposit inh | nt | 0 | 2 | 0 | -10 | 9 | -2 | nt
PAX8 reporter | nt | -11 | 20 | -7 | -9 | -3 | 28 | -8
DENV2 CPE | -1 | nt | -12 | 4 | -2 | -1 | 4 | 14
miR122 inh | nt | -2 | -6 | -5 | -6 | nt | -1 | -2[16.7 µM]

An excerpt of these results, as labelled records.
(18) NC1=NC2(CCCCC2)N(c2ccc(F)cc2)C(N)=N1
  GSIS activator = nt	F508del corr = nt	EWS-Fli block = nt	FN deposit inh = 0	PAX8 reporter = -11	DENV2 CPE = nt	miR122 inh = -2

(21) Cc1c(-c2ccc(/C=N/NC(=O)C(=O)Nc3ccccc3F)o2)cccc1[N+](=O)[O-]
  GSIS activator = 4	F508del corr = -1.5	EWS-Fli block = -4	FN deposit inh = -10	PAX8 reporter = -9	DENV2 CPE = -2	miR122 inh = -6

(22) Cc1ccc(C)c(NC(=O)c2cc(-c3cccnc3)nc3ccccc23)c1
  GSIS activator = 4	F508del corr = -0.2	EWS-Fli block = 0	FN deposit inh = 9	PAX8 reporter = -3	DENV2 CPE = -1	miR122 inh = nt

Remaining list, next part.
25. O=C(CC1C(=O)NCCN1Cc1ccc(F)cc1Cl)NC1CCCCCCC1 (stereo not drawn)
26. c1ccc(Cn2nnc3c(NCC4CCCO4)nc(C4CC4)nc32)cc1 (stereo not drawn)
27. O=C(CC(C(=O)O)P(=O)(c1ccccc1)c1ccccc1)c1ccccc1 (stereo not drawn)
28. CC(=O)N(C[C@H]1N[C@H](CO)[C@@H]1c1ccc(-c2ccccc2)cc1)C(C)C
29. O=C(N/N=C/c1cc(Br)cs1)c1ccccc1[N+](=O)[O-]
30. CCOc1ccc(-c2n[nH]c(C)c2Oc2ccccc2OC)c(O)c1
31. C[C@@H]1CN([C@@H](C)CO)C(=O)c2cc(NS(=O)(=O)c3cccs3)ccc2O[C@@H]1CN(C)Cc1ccc(C(=O)O)cc1
32. CC(C)NC(=O)NCC[C@@H]1CC[C@H](NS(=O)(=O)c2ccccc2)[C@@H](CO)O1

entry no. | 25 | 26 | 27 | 28 | 29 | 30 | 31 | 32
GSIS activator | -12 | nt | 2 | 4 | 3 | -10 | 1 | 5
F508del corr | 3.1 | 1.4 | -3.5 | 1.7 | nt | nt | -2.9 | 0.0
EWS-Fli block | nt | 8 | -3 | -7 | nt | nt | 4 | -2
FN deposit inh | 7 | 5 | -2 | -3 | 6 | 8 | -11 | nt
PAX8 reporter | nt | 12 | -5 | -1 | 9 | nt | nt | nt
DENV2 CPE | -4 | 1 | -2 | -12 | nt | nt | -2 | -2
miR122 inh | nt | 9 | -4 | -75[16.7 µM] | nt | 11 | -2[16.7 µM] | nt

33. CCC(=O)Nc1ccc2c(c1)C(=O)N(C)C[C@H](OC)[C@@H](C)CN(CC1CC1)[C@H](C)CO2
34. COC(=O)c1c(NC(=O)C(C)(C)C)sc2c1CCN(Cc1ccccc1)C2
35. CCCCC1C(=O)N(c2ccccc2)N(c2ccc(O)cc2)C1=O (stereo not drawn)
36. CCC(C)[C@H](NC(=O)N1CC(=O)Nc2ccccc21)C(=O)N[C@@H](C(=O)O)c1ccccc1 (stereo partly drawn)
37. CC(OC(=O)c1ccc(NC(=O)CC#N)cc1)C(=O)NC(=O)NC1CCCCC1 (stereo not drawn)
38. Cc1ccccc1Cn1ccc(NC(=O)c2onc(C)c2Cl)n1
39. COCCN1CCn2c(nc3cc(NC(C)=O)ccc32)C1
40. O=C1CSC(c2ccccc2F)N1c1ccccc1 (stereo not drawn)

entry no. | 33 | 34 | 35 | 36 | 37 | 38 | 39 | 40
GSIS activator | 4 | -29 | nt | 4 | 30 | 24 | -3 | 15
F508del corr | 0.0 | -1.2 | 4.0 | 1.2 | -1.6 | 3.5 | 2.9 | nt
EWS-Fli block | -6 | 6 | 46 | nt | -4 | -9 | 4 | nt
FN deposit inh | -12 | -6 | -4 | -4 | -2 | -5 | 7 | -3
PAX8 reporter | -11 | 4 | 27 | 9 | 4 | -99 | 12 | nt
DENV2 CPE | 4 | -4 | -1 | 1 | -9 | -5 | 2 | nt
miR122 inh | nt | nt | -30 | -4 | nt | 0 | 4 | 2

41. Cc1cc(C)c(S(=O)(=O)NCc2ccncc2)c(C)c1
42. CCc1nc2ccc(C(=O)NCCCN3CCCC3=O)cn2c1N(CC)CCN(C)C
43. Cc1nc(C)c(-c2csc(Nc3ccc(O)cc3C)n2)s1
44. C[C@@H]1CN([C@H](C)CO)C(=O)c2cc(NC(=O)Nc3cccc4ccccc34)ccc2O[C@@H]1CN(C)S(=O)(=O)c1ccccc1
45. COc1ccc(S[C@@H](CCN2CC[C@H](NC(=O)OCc3ccccc3)CCC2=O)c2ccccc2)cc1
46. COc1cccc(C(=O)NC2CC(C)(C)NC(C)(C)C2)c1OC
47. CNC[C@@H]1Oc2ccc(NC(=O)CCCN(C)C)cc2C(=O)N([C@H](C)CO)C[C@H]1C
48. Nc1ncnc(Sc2ncccn2)c1[N+](=O)[O-]

entry no. | 41 | 42 | 43 | 44 | 45 | 46 | 47 | 48
GSIS activator | nt | 4 | 1 | -5 | 2 | nt | 7 | 45
F508del corr | nt | 1.2 | -3.9 | -0.4 | 1.8 | 0.8 | 0.4 | -9.9
EWS-Fli block | nt | -1 | -22 | 8 | 27 | -5 | -9 | 16
FN deposit inh | -4 | -1 | 6 | nt | -8 | 7 | 7 | -6
PAX8 reporter | 23 | -8 | -9 | 32 | 24 | 13 | 19 | 1
DENV2 CPE | nt | 1 | 6 | -9 | 0 | -5 | -3 | 13
miR122 inh | 118* | -4 | -3 | 4[16.7 µM] | nt | 3 | -8[16.7 µM] | nt

49. CC1CC(C)CN(C(=O)CCNC(=O)Cn2ccc3ccccc3c2=O)C1 (stereo not drawn)
50. CCC(=O)Nc1ccc2c(c1)OC[C@H](C)N(C(=O)c1ccccc1F)C[C@H](C)[C@H](OC)CN(C)C2=O
51. COc1cc(/C=C/C(=O)OCC(=O)Nc2ccc3c(c2)OCCO3)ccc1O
52. CCCNC(=O)N1CC2(CCN(C(=O)c3ccncc3)CC2)c2c([nH]c3cc(OC)ccc23)[C@@H]1CO
53. CCN1C(=O)[C@H]2[C@@H](c3ccc(OC)cc3)N[C@]3(CCCN(CC4CCCCC4)C3=O)[C@H]2C1=O
54. CC(=O)Nc1ccc(OCC(O)CN2CCN(c3ccc(F)cc3)CC2)cc1 (stereo not drawn)
55. CCOC(=O)C1(CCOc2ccccc2)CCN(CC(O)CO)CC1 (stereo not drawn)

entry no. | 49 | 50 | 51 | 52 | 53 | 54 | 55
GSIS activator | 29 | 15 | -7 | -8 | -12 | -1 | 7
F508del corr | 1.1 | nt | nt | 3.8 | 1.5 | -1.3 | 0.9
EWS-Fli block | 1 | -9 | nt | -13 | -3 | -1 | 21
FN deposit inh | -3 | -1 | 6 | nt | -5 | 2 | 0
PAX8 reporter | -15 | -1 | 8 | nt | 1 | -5 | 20
DENV2 CPE | 9 | 7 | nt | -5 | -2 | ? | 11
miR122 inh | nt | 1[16.7 µM] | -1 | nt | -6 | 9 | -3

Source: PubChem (Broad Institute)
